# Bioassay records as filed in PubChem BioAssay.
# EBNA-1 inh – blocks EBNA-1 binding to DNA; EBNA-1 DNA binding, fluorescence polarization; inhibition, % at 14.8 µM; 0.34% of 300,000 active; AID 1950; in the data active = inhibition above about 28%
# CR mimetic SO – lowers age-related superoxide in aged yeast cells. S. cerevisiae aged cells, superoxide DHE fluorescence; hits give low values. superoxide response (% of plate mean), % at 10 µM. 0.18% of 330,000 active. AID 2690;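 active = superoxide response under a set limit, about three screen SD below normal, cut at about 65% in these data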;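 note: yeast aged for seven days with compound at 30 °C before DHE staining; 100% = average MFI of all compound-treated wells on the plate with controls excluded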
# GLD-1 RNA inh – GLD-1-TGE RNA interaction inhibition (C. elegans); Q17339; purified GLD-1 + fluorescein TGE RNA, fluorescence polarization; inhibition, % at 5.96 µM; 0.44% of 320,000 active; AID 2280;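 active = percent inhibition above a per-plate cutoff, the plate mean of test compounds plus 3 SD, cut at about 30% in these data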;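 note: 0% = DMSO wells with GLD-1 and probe and 100% = wells lacking GLD-1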
# MEX-5 binding – C. elegans MEX-5 TCR-2 RNA binding activity. MEX-5/FITC-TCR2 RNA binding, fluorescence polarization; hits give low values. activity score (negative = inhibition of binding), % at 10 µM. 0.38% of 300,000 active. AID 1832;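 active = inhibition past about -25% in most replicates, and total fluorescence under double the plate's negative control median, limit read from the data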;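 note: 0% = DMSO and -100% = 5 µM competing unlabeled TCR2 RNA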
# Target sequence (Q9XUB2 whole entry, looked up): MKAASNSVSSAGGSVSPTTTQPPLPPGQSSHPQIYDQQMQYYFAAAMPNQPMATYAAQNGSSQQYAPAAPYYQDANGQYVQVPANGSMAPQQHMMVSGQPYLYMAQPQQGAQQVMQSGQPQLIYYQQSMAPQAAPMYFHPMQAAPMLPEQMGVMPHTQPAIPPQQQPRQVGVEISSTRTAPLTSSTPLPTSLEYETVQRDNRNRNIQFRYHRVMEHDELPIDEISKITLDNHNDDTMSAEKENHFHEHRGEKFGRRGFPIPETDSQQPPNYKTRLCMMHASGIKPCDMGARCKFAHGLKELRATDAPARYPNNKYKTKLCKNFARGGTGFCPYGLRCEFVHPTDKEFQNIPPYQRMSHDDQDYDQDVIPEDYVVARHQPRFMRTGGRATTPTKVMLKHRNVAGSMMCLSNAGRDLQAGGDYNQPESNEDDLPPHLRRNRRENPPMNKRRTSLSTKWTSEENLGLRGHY
# BCLXL inh – Bcl-xL (human) inhibition | 0.7% of 320,000 active | AID 2129 | inhibition, % at 10.9 µM | GST-Bcl-xL / FITC-Bim BH3 peptide fluorescence polarization;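 active = inhibition above the mean of all tested compounds plus 3 SD, cutoff set per campaign, cut at about 30% in these data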;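 note: 0% = DMSO wells and 100% = unlabeled Bim-BH3 peptide competitor; inhibitors lower millipolarization by displacing the labeled peptide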
# Target sequence (Q07817 whole entry, looked up): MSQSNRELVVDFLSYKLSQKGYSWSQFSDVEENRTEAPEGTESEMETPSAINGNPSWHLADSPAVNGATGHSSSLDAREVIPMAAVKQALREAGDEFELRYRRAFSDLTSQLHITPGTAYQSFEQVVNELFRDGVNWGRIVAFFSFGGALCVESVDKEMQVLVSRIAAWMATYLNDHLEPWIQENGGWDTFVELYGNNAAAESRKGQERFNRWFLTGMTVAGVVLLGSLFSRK
# Efflux pump inh – inhibitors of Candida antifungal efflux pumps expressed in yeast; AID 485275; S. cerevisiae Candida pump triplex, Nile Red efflux; 0.44% of 330,000 active; inhibition, % at 10 µM;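 active = plate passing quality check with inhibition over a set limit, or well fluorescence over plate mean plus 4 SD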;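 note: Nile Red retained in pooled yeast measured as flow cytometry median fluorescence; 0% = buffer negative control and 100% = Enniatin B positive control; higher means more Nile Red kept so more efflux inhibition; some compounds called inactive have numbers as strong as hits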
# Fam108B inh – counter-screen for RBBP9 inhibitors: inhibitors of mouse Fam108B. recombinant Fam108B, FP-Rh probe fluorescence polarization. AID 1947. 0.33% of 300,000 active. inhibition, % at 9.51 µM;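 active = inhibition above the screen mean inhibition plus 3 SD, computed separately per campaign, cut at about 18% in these data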;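 note: inhibitors lower polarization as less probe binds the enzyme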
# ZTA counter – ZTA (EBV) inhibition in EBNA-1 counter-screen | ZTA-DNA binding, fluorescence polarization | inhibition, % at 11 µM | 0.15% of 320,000 active | AID 2234; in the data active = inhibition above about 33%
# Target sequence (P03206 whole entry, looked up): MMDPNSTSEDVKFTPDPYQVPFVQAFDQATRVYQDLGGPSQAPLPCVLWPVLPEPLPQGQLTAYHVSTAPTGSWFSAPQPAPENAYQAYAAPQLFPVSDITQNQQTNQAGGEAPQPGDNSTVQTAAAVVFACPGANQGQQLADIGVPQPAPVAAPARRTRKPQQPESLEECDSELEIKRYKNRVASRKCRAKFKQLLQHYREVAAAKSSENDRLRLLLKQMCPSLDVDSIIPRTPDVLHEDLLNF
# MCL1 BIM primary – MCL1-BIM-BH3 interaction inhibition (human) | 0.68% of 320,000 active | Q07820 | GST-MCL1 / FITC-Bim-BH3 fluorescence polarization | inhibition, % at 10.9 µM | AID 2057;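 active = inhibition above the mean inhibition of all tested compounds plus 3 SD, set per campaign, cut at about 40% in these data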;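 note: 0% = DMSO wells and 100% = unlabeled Bim-BH3 peptide control; higher means more loss of mP so more displacement of Bim peptide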
# * hit, by the source's call; / = not tested or not shown.
SMILES	CR mimetic SO	Efflux pump inh	EBNA-1 inh	BCLXL inh	GLD-1 RNA inh	MEX-5 binding	MCL1 BIM primary	Fam108B inh	ZTA counter
Cc1ccc(Cn2ccc(NC(=O)c3cc(-c4ccco4)on3)n2)cc1	96	-0.1	16	4	-2	-0.9	-4	-9	5
CCc1ccc(NC(=O)N2CCN(c3ccccc3)CC2)cc1	100	0.0	-9	5	3	1.0	11	1	15
CCOc1cc2[nH]c(=S)n(CCC(=O)N3CCc4ccccc4C3)c(=O)c2cc1OCC	111	-0.2	-5	-1	2	-3.0	4	-5	11
Cc1cccc(-c2nc(C#N)c(N3CCCCC3)o2)c1	84	-0.2	-2	6	3	2.0	5	-1	-4
CCn1c(SCC(=O)OC)nc2cc(S(=O)(=O)N3CCOCC3)ccc21	92	0.0	2	0	-1	0.8	-8	2	9
O=C(NCCCN1CCOCC1)c1cc(-c2cccs2)on1	87	0.0	3	6	2	1.9	9	-5	-4
CCN(CC(=O)Nc1c(F)cccc1F)C(=O)c1cc(S(=O)(=O)N(CC)CC)ccc1N1CCCCC1	97	-0.5	2	8	5	2.2	4	3	7
CC(=O)Nc1ccc(S(=O)(=O)CCC#N)cc1	94	0.0	-9	7	5	-0.6	12	-4	-7
CN1CCN(S(=O)(=O)c2ccc(Cl)s2)CC1	109	3.5	4	-3	-1	2.4	7	2	-6
CCOc1ccc(C(=O)NNC2CC(=O)N(CCc3ccccc3)C2=O)cc1OC (centres undefined)	103	0.1	-7	2	3	-0.8	15	5	1
COc1ccccc1C(O)(c1ccccc1)C(CN1CCOCC1)c1ccccc1 (centres undefined)	84	0.3	-8	3	-8	2.1	5	2	6
CCn1c(C)csc1=NC(=O)c1ccccc1O	98	0.1	-4	2	-1	-1.6	-4	-6	-1
O=c1c(-c2cnn(-c3ccccc3)c2)coc2cc(O)ccc12	90	0.0	1	3	11	1.0	3	-1	5
COc1ccc(CNCCCO)cc1OC	132	0.0	-6	4	2	0.9	4	-2	-10
Cc1nc(-c2ccccc2)sc1C1(C)CC(c2ccccc2F)=NO1 (centres undefined)	93	-0.1	10	1	3	-2.0	-2	0	-11
C[C@@H](NC(=O)c1nc[nH]c1C(=O)N[C@H](C)c1ccccc1)c1ccccc1	107	0.1	/	6	1	/	7	/	-9
CC1=NN(C(=O)c2ccccc2Cl)C(O)(c2cccnc2)C1 (centres undefined)	104	0.0	11	0	0	0.5	4	4	9
Nc1nc(CSc2nc3ccccc3[nH]2)nc(N2CCOCC2)n1	97	-0.1	1	9	7	2.4	5	3	-3
COc1ccc(NC(=O)c2csc(Cc3ccc(Cl)cc3)n2)cc1	110	0.1	3	8	2	-0.2	8	-2	0
CCN(CC(=O)Nc1c(F)cccc1F)C(=O)CSc1ccc(F)cc1	103	0.0	-2	0	2	-2.8	-7	-4	-1

# Sorted by heavy-atom count (ascending): some entries from above.
SMILES	CR mimetic SO	Efflux pump inh	EBNA-1 inh	BCLXL inh	GLD-1 RNA inh	MEX-5 binding	MCL1 BIM primary	Fam108B inh	ZTA counter
O=C(NCCCN1CCOCC1)c1cc(-c2cccs2)on1	87	0.0	3	6	2	1.9	9	-5	-4
CCOc1ccc(C(=O)NNC2CC(=O)N(CCc3ccccc3)C2=O)cc1OC (centres undefined)	103	0.1	-7	2	3	-0.8	15	5	1
CCOc1cc2[nH]c(=S)n(CCC(=O)N3CCc4ccccc4C3)c(=O)c2cc1OCC	111	-0.2	-5	-1	2	-3.0	4	-5	11

# Remaining list, next part
SMILES	CR mimetic SO	Efflux pump inh	EBNA-1 inh	BCLXL inh	GLD-1 RNA inh	MEX-5 binding	MCL1 BIM primary	Fam108B inh	ZTA counter
C/C(=N\Nc1ccc(Cl)c(C(=O)O)c1)c1ccc[nH]1	93	0.1	1	21	-2	-38*	28	7	6
CCCCOC(=O)Cn1c(=N)n(CCC)c2ccccc21	97	0.0	-16	9	3	-0.4	13	0	-6
Cc1cccc(NS(=O)(=O)c2cccs2)n1	88	0.1	11	2	2	3.3	7	-6	-2
COCCOc1cc(Nc2nnc(C(F)(F)F)s2)c(Cl)cc1Cl	99	0.0	-2	-5	1	0.5	-1	1	-20
Cc1ccc(C)c(C(=O)COC(=O)c2cc([N+](=O)[O-])ccc2NCCO)c1	92	-0.1	-4	-1	-1	-0.9	-10	4	12
CC(C)CC(=O)Nc1ccc(C(=O)Cn2c(=O)oc3ccccc32)cc1	106	0.0	10	9	5	0.2	5	1	-8
O=C(COC(=O)c1n[nH]c2ccccc12)NC(=O)NCc1ccco1	99	0.0	-1	4	7	-0.4	8	-1	-2
CSCCC(NC(=O)c1ccco1)C(=O)OCC(=O)N(Cc1ccccc1)C(C)(C)C (centres undefined)	103	-0.1	-4	2	-1	0.7	1	1	2
O=C(C1CCN(S(=O)(=O)c2cnc[nH]2)CC1)N(CCc1ccccc1)Cc1ccccc1	94	-0.1	-9	5	6	-2.3	12	-3	4
C#CC(C)(CC)NC(=O)c1cc(OC)c(OC)c(OC)c1 (centres undefined)	99	0.0	1	3	3	0.6	1	2	17
COc1ccccc1C(=O)Nc1nc(-c2ccc(S(=O)(=O)N3CCOCC3)cc2)cs1	99	0.1	14	12	-5	2.0	10	-19	15
O=C1c2cccc3cc(Br)cc(c23)C(=O)N1Nc1ccccc1	110	0.1	-12	0	-7	0.2	-3	-1	-14
Cc1ccc(C(C)(C)C)cc1S(=O)(=O)N1CC(=O)Nc2ccccc21	110	-0.1	6	2	-1	1.0	3	0	13
CC1CCCN(CC(O)COC(c2ccccc2)c2ccccc2)C1 (centres undefined)	89	0.1	7	4	4	2.2	-2	2	-6
CSc1nc(NCc2ccccc2)c2c3c(sc2n1)CN(C)CC3	102	0.1	2	7	1	-5.9	8	3	23
CCC(c1nnnn1Cc1ccco1)N(Cc1cc2cc(C)cc(C)c2[nH]c1=O)CC1CCCO1 (centres undefined)	100	0.3	-5	15	3	2.8	9	-8	-15
O=S(=O)(NCCCCCNS(=O)(=O)c1c(F)cccc1F)c1ccc2c(c1)OCCO2	91	-0.1	/	1	0	/	7	/	8
COc1cc2cc(CN(Cc3cccs3)C(=S)Nc3ccccc3)c(=O)[nH]c2cc1OC	107	-7.4	-8	4	4	1.6	6	-13	13
Cc1cc(C(=O)N2CCc3ccccc3C2)on1	97	0.4	6	0	2	-0.9	1	3	5
CCCc1nc2ccccc2[nH]1	95	-0.1	6	3	-2	-1.2	1	1	1

SMILES	CR mimetic SO	Efflux pump inh	EBNA-1 inh	BCLXL inh	GLD-1 RNA inh	MEX-5 binding	MCL1 BIM primary	Fam108B inh	ZTA counter
CCc1ccc(OCC(=O)Nc2ccc(-c3nc4ccccc4o3)c(O)c2)cc1	103	0.3	-12	-5	-7	0.1	-5	-9	3
COC(=O)N/N=C/c1cn(Cc2ccccc2Cl)c2ccccc12	109	0.1	8	3	1	2.1	0	1	7
CCOC(=O)c1nn(-c2ccc(F)cc2)c(=O)cc1OCC(=O)Nc1cccc(C)c1	104	0.0	8	0	6	1.3	3	-5	-5
CC(C(=O)O)n1nnc2ccccc21 (centres undefined)	98	0.0	-7	7	8	-1.4	3	5	-10
COc1ccc2cc(S(=O)(=O)N3CCOCC3)ccc2c1	77	-0.5	4	1	2	3.2	1	-2	-7
CCOc1ccc(S(=O)(=O)N2CCN=C2Cc2ccccc2)cc1C	94	0.1	4	4	-5	0.8	3	-4	9
Clc1ccccc1Cc1noc(CN2CCCCC2CCc2ccccn2)n1 (centres undefined)	92	0.1	-2	4	8	1.3	1	2	3
CC(=O)Nc1cccc(NC(=O)c2ccco2)c1	111	0.0	-3	4	5	-2.7	4	6	-10
Cc1ccc(-n2nc(C)c(C(=O)Nc3cccc(C(=O)NC4CC4)c3)n2)c(C)c1	90	0.2	/	1	-1	/	-1	/	0
CC(=O)C1=C(C)Nc2ncnn2C1c1ccccc1Cl (centres undefined)	107	-0.1	6	2	0	-2.6	7	-2	-24
O=C(CC1C(=O)NCCN1Cc1cccc(F)c1)NC1CCC1 (centres undefined)	92	0.0	-1	12	6	-7.1	16	2	-1
CN(C)S(=O)(=O)c1ccc(NC(=O)/C=C/c2ccccc2Cl)cc1	102	0.8	-7	4	4	2.6	-3	-21	4
O=C(c1cc2ccccc2o1)N1CCN(S(=O)(=O)c2c(F)cccc2F)CC1	119	-0.1	/	-3	-1	/	-5	/	10
CN1CCC(=O)N([C@H](CSc2ccc(Br)cc2)c2ccccc2)CC1	/	/	-1	6	6	-1.0	9	-3	-6
C=CCNC(=S)N(Cc1ccccc1)Cc1ccccc1	98	-0.1	-10	6	-2	3.1	6	-1	-16
Cc1ccccc1Nc1nc(N)nc(-c2oc3ccccc3c2C)n1	104	-0.1	-3	0	7	-1.8	-2	-8	-16
CCc1ccc(Nc2ccc(C(N)=O)cc2[N+](=O)[O-])cc1	102	0.1	2	3	3	-0.3	1	3	1
Cc1cc(OCC(=O)N(C)C)c2c(-c3ccccc3)cc(=O)oc2c1	108	-0.1	-8	-3	9	-0.6	2	4	-5
Cn1c(COc2ccc(C(=O)O)cc2)nc2ccccc21	99	0.0	3	2	-3	-0.3	-5	-5	4
O=C1c2ccccc2NC(c2ccc(O)cc2)N1/N=C/c1ccc(O)cc1 (centres undefined)	110	0.1	-1	5	4	1.2	1	4	12

SMILES	CR mimetic SO	Efflux pump inh	EBNA-1 inh	BCLXL inh	GLD-1 RNA inh	MEX-5 binding	MCL1 BIM primary	Fam108B inh	ZTA counter
CCOc1ccc(S(=O)(=O)NCc2ccccn2)cc1NC(=O)c1ccccc1	113	0.0	-7	2	0	-0.4	-4	3	0
O=C(Nc1cccnc1)c1ccc(N2CCCC2)c([N+](=O)[O-])c1	98	-0.1	10	2	-7	-0.1	3	0	0
Cc1oc(-c2ccccc2Cl)nc1CN(C)C(C)c1ccon1 (centres undefined)	87	-0.1	1	5	2	-1.6	3	2	0
CCN(CC(=O)NCc1cccs1)C(=O)CCc1c[nH]c2ccccc12	97	-0.1	-2	3	7	0.7	-5	-2	-11
COc1cc(/C=C2\SC(=S)N(NS(=O)(=O)c3ccccc3)C2=O)cc(OC)c1OC	99	0.0	-1	9	3	-0.7	1	-4	8
COc1cc2c(C(=O)NCc3ccccn3)cn(CC(C)C)c(=O)c2cc1OC	98	0.0	-4	2	5	2.8	2	-1	0
Cc1ccc(N2C(=O)CC(Sc3ccccc3C(=O)O)C2=O)c([N+](=O)[O-])c1 (centres undefined)	94	-0.1	1	11	14	-1.2	10	2	-6
O=C(CSc1ncn[nH]1)N1N=C2/C(=C/c3ccco3)CCCC2C1c1ccco1 (centres undefined)	82	0.2	1	2	-9	2.2	2	3	3
CCCSc1nc(C)cc(=O)[nH]1	103	0.0	8	2	-6	1.5	-7	-1	8
Nc1nnc(SCC(=O)OCC(=O)NC23CC4CC(CC(C4)C2)C3)s1	94	0.2	4	4	4	0.5	10	-5	-4
COc1ccc(Nc2nc(C)cc(-c3cc(-c4ccccc4)on3)n2)cc1	/	/	-1	0	6	-0.3	1	7	-12
C/C(=N\Nc1ccc(C)c(Cl)c1)c1ccncc1	95	0.1	-3	0	4	-2.9	0	5	-17
COc1ccc(C(=O)NC(C)C2CC3CCC2C3)cc1 (centres undefined)	93	-0.1	4	6	6	2.8	13	-8	7
O=C(N/N=C/c1ccncc1)c1cccc(NC(=O)c2ccccc2Cl)c1	93	0.0	-9	2	-1	-1.9	10	-3	-22
CC1CCCCN1CCCNC(=O)C1CCCN(c2ncnc3c2nc2n3CCCCC2)C1 (centres undefined)	88	0.0	-4	3	-4	-3.7	-2	0	6
Cc1ccsc1C(=O)Nc1nccs1	86	-0.2	4	8	4	-0.8	5	3	-2
CCN(CC)S(=O)(=O)c1cccc(C(=O)OCc2cc(=O)n3nc(C)sc3n2)c1	108	0.0	-21	5	3	-1.9	6	-2	6
